High-throughput results: PubChem BioAssay, National Center for Advancing Translational Sciences (NCATS)
TR SRC2 fluor cs – counter-screen for TRb-SRC2 inhibitors: fluorescence interference | Potency, µM (top dose mostly 106 µM), inactives show at the highest dose fluorescence change, negative = quenching | TRb/SRC2 Texas Red total fluorescence interference | actives 0.29% (n = 280,000); active = well fitted curve in either direction with a large enough effect; inconclusive = small, poorly fitted or top-dose-only effect
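Flags fluorescent or light-absorbing compounds by total fluorescence, S + 2P, at 555 nm excitation and 632 nm emission. Mixture: 20 nM Texas Red SRC2 peptide, 0.6 uM human TRb LBD, 1 uM T3, 5% DMSO; compound exposure 5 h at ambient temperature.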
Tau fluor counter – counter-screen for tau fibril formation inhibitors; tau K18 P301L Alexa594 fluorescence, heparin fibrillization; Potency, µM (highest dose often 57.7 µM), for the others: top-dose activity change, negative = decrease; actives 0.93% (n = 280,000); also: nearly all actives have a fitted effect of over 55% in size
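Human K18 P301L tau (15 uM unlabeled plus 0.24 uM Alexa 594-labeled, final) in 100 mM sodium acetate pH 7 was mixed with compound and 20 uM heparin and incubated 6 hr at 37 C.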
TRb SRC2 PPI – TRbeta-SRC2 interaction inhibition | P10828 | TRbeta-SRC2 peptide binding, fluorescence polarization; receptor liganded with 1 µM T3 | Potency, µM (top dose mostly 106 µM), for the others: at the highest dose activity change, negative = inhibition, usual class: inhibitors | actives 0.065% (n = 280,000) | AID 1469;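 also: plate controls were bound peptide for no effect and peptide without receptor for full effect; nearly all actives have a fitted effect of over 50% in size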
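Each compound concentration gave % activity, normalized to unbound and bound Texas Red SRC2 controls, from polarization read after 5 hr ambient incubation with T3-loaded human TRb LBD.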
Tau ThT inhib – blocks human tau fibril formation measured by thioflavin T | P10636 | recombinant tau K18 P301L, heparin-induced fibrillization, ThT fluorescence | Potency, µM (doses to about 57.4 µM), for the others: at the top dose activity, negative = inhibition, hits mostly inhibitors | actives 2.1% (n = 270,000) | AID 1460; also: nearly all actives have a fitted effect of over 55% in size
Target sequence (P10636 561-689 P618L limits assumed): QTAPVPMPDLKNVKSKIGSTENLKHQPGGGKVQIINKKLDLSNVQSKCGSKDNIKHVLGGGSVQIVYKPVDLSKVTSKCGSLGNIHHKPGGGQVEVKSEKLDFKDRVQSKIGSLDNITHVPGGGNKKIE
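Fibril formation assay: tau K18 P301L at 15 uM with trace Alexa 594 label, heparin inducer 20 uM, pH 7 sodium acetate buffer, 37 C for 6 hr; endpoint ThT signal.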
Tau FP inhib – inhibitors of human tau fibril formation; K18 P301L tau heparin fibrillization, Alexa594 FP, 6 h; Potency, µM (titrated, usually from 57.7 µM), without a hit: top-dose activity, negative = inhibition, actives largely listed as inhibitors; actives 0.39% (n = 280,000); AID 1468; also: nearly all actives have a fitted effect of over 55% in size
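Compound effects on tau fibrillization are measured by Alexa 594 fluorescence polarization (ex 555, em 632 nm). K18 P301L tau is used at 15 uM with 0.24 uM labeled tracer, and 20 uM heparin induces aggregation over 6 hr at 37 C.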
ALDH1A1 block – ALDH1A1 (human) enzyme inhibition | Potency, µM (highest dose often 75.3 µM), without a hit: at the top dose activity, negative = inhibition, hits mostly inhibitors | P00352 | AID 1030 | Purified ALDH1A1, NADH fluorescence, propionaldehyde substrate | actives 7.3% (n = 220,000); active = well fitted inhibition curve with a large enough effect, not every such curve was filed as active; inconclusive = small, poorly fitted or top-dose-only effect, or another doubt; inactive = no such curve, though single readings can be large or run the other way;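 also: plate controls were no enzyme wells and a reference inhibitor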
Target sequence (P00352 whole entry, looked up): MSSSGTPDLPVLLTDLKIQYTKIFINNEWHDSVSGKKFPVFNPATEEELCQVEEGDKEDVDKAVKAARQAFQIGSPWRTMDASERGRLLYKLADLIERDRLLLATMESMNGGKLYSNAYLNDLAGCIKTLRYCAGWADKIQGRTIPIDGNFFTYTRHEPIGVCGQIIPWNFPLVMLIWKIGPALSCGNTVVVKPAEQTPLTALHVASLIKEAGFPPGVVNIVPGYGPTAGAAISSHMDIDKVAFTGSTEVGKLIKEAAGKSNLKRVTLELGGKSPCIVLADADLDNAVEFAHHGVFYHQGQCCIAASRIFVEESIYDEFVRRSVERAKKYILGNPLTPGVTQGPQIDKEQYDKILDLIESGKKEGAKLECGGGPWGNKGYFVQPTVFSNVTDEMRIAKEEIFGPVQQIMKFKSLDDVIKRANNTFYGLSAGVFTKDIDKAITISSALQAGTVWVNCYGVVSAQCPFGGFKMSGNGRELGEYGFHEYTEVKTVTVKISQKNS
L3MBTL1 block – blocks human L3MBTL1 | Q9Y468 | AlphaScreen L3MBTL1–H3K9me1 peptide binding | Potency, µM (highest dose often 57.1 µM), inactives show top-dose activity, negative = inhibition, usual class: inhibitors | actives 0.66% (n = 230,000); also: nearly all actives have a fitted effect of over 60% in size
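Displacement of a biotinylated histone H3(1-15) peptide monomethylated at Lys9 (75 nM) from L3MBTL1 (50 nM) was measured by AlphaScreen after a 30 min room-temperature compound incubation; cefsulodin titration served as intraplate control.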
GLA spleen mod – inhibits or activates alpha-galactosidase in human spleen homogenate | P06280 | human spleen homogenate, 4MU-alpha-Gal fluorescence, 40 min | Potency, µM (titrated, usually from 80 µM), inactives show at the highest dose activity change, negative = inhibition, actives largely listed as inhibitors | actives 0.008% (n = 240,000);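 also: 0% = enzyme with vehicle and -100% = no enzyme basal signal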
Target sequence (P06280 32-429 limits assumed): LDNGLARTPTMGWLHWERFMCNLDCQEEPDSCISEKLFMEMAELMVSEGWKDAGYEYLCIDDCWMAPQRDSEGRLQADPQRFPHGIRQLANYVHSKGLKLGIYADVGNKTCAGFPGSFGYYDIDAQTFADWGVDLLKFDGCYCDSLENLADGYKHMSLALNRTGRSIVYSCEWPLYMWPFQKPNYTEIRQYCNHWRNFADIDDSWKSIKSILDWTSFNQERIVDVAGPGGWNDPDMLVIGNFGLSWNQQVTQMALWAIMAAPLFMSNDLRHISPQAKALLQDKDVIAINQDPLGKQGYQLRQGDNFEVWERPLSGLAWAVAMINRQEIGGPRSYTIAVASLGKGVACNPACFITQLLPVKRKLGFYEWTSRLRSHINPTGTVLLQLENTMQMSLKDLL
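Fluorogenic readout (Ex 365/Em 440 nm) of 4-methylumbelliferone released from 1 mM 4-MU-alpha-galactoside by spleen homogenate, 40 min at 37C, pH 5.0. Data normalized to no-enzyme and enzyme controls; Hill-equation AC50 from compound titrations.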
The depositor's hits bear a star; [ ] = dose if it differs, or a comment. Unless noted, calls follow the shape of the dose curve; as a rule, active = well fitted curve in the direction sought with a large enough effect; inconclusive = small, poorly fitted or top-dose-only effect, or another doubt; inactive = no such curve, though single readings can be large; an effect the other way counts as inactive or inconclusive. Unless noted, % is scaled to controls: 0 for no effect and ±100 for the full control effect; potency is read from the fitted curve at half-maximal effect.

Screening COc1ccccc1CNC(=O)CN1C(=O)CCCc2ccccc21 returned TR SRC2 fluor cs 2%, Tau fluor counter 0%, TRb SRC2 PPI 4%, Tau ThT inhib 3% and Tau FP inhib -4%.
For COc1ccc2c(c1)c(=O)c(C(=O)c1ccccc1)cn2Cc1ccccc1 the results were TR SRC2 fluor cs 0%, Tau fluor counter -10%, TRb SRC2 PPI -2%, Tau ThT inhib -3%, Tau FP inhib -2%, ALDH1A1 block inconclusive, L3MBTL1 block 9% and GLA spleen mod -8%.
CCOc1ccc(NC(=O)C(=O)NCCc2ccccc2)cc1 was read as TR SRC2 fluor cs 2%, Tau fluor counter -8%, TRb SRC2 PPI -3%, Tau ThT inhib -10% and Tau FP inhib -4%.
Screening O=C(O)CCCNC(=O)/C(=C\c1ccc(Cl)cc1)NC(=O)c1ccccc1Br returned TR SRC2 fluor cs -1%, Tau fluor counter 4%, TRb SRC2 PPI 0%, Tau ThT inhib -4%, Tau FP inhib 18%, ALDH1A1 block 10%, L3MBTL1 block 8% and GLA spleen mod 4%.
Screening O=C(N/N=C/c1ccc2cccnc2c1)c1nc2ccccc2c(=O)[nH]1 returned TR SRC2 fluor cs 0%, Tau fluor counter -12%, TRb SRC2 PPI -11%, Tau ThT inhib inconclusive, Tau FP inhib -3%, ALDH1A1 block inconclusive, L3MBTL1 block -6% and GLA spleen mod 8%.
COc1ccc2[nH]c(CN3CCN(CC(C)C)C(CCO)C3)c(C)c2c1 (stereo unspecified) was read as TR SRC2 fluor cs -2%, Tau fluor counter -5%, TRb SRC2 PPI 2%, Tau ThT inhib inconclusive, Tau FP inhib 3%, ALDH1A1 block inconclusive, L3MBTL1 block -19% and GLA spleen mod -6%.
CN(CCCNC(=O)c1cccc(N2CCCC2=O)c1)c1ccccc1 was read as TR SRC2 fluor cs 4%, Tau fluor counter -14%, TRb SRC2 PPI 2%, Tau ThT inhib inconclusive, Tau FP inhib -1%, ALDH1A1 block inconclusive, L3MBTL1 block -22% and GLA spleen mod -2%.
Screening Cc1cccc(CSc2nnc3c(n2)[nH]c2ccccc23)c1 returned TR SRC2 fluor cs 1%, Tau fluor counter -7%, TRb SRC2 PPI -3%, Tau ThT inhib -5%, Tau FP inhib -7%, ALDH1A1 block 10%, L3MBTL1 block -3% and GLA spleen mod 2%.
COC(=O)C(Oc1ccc2c(-c3ccc(OC)cc3)cc(=O)oc2c1)c1ccccc1 (stereo unspecified) was read as TR SRC2 fluor cs 0%, Tau fluor counter -19%, TRb SRC2 PPI 5%, Tau ThT inhib -5%, Tau FP inhib 3%, ALDH1A1 block inconclusive, L3MBTL1 block -7% and GLA spleen mod 2%.
COc1cc(CN2CCC(C(=O)N3CCN(c4ccccc4F)CC3)CC2)cc(OC)c1O was read as TR SRC2 fluor cs 1%, Tau fluor counter -5%, TRb SRC2 PPI 5%, Tau ThT inhib -12%, Tau FP inhib -3%, ALDH1A1 block inconclusive, L3MBTL1 block 4% and GLA spleen mod -4%.
`O=C1NC(=O)/C(=C/c2cccc([N+](=O)[O-])c2)N1` gave TR SRC2 fluor cs -2%, Tau fluor counter -24%, TRb SRC2 PPI -6%, Tau ThT inhib -17%, Tau FP inhib 0%, L3MBTL1 block 6% and GLA spleen mod -11%.
`Cc1c(Cl)cccc1NC(=O)CCn1c(=O)c2cccn2c2ccccc21` gave TR SRC2 fluor cs 2%, Tau fluor counter -3%, TRb SRC2 PPI 4%, Tau ThT inhib -1% and Tau FP inhib 3%.
For Cc1noc(NS(=O)(=O)c2ccc(NC(=O)c3ccc(Br)o3)cc2)c1C the results were TR SRC2 fluor cs -4%, Tau fluor counter -9%, TRb SRC2 PPI -5%, Tau ThT inhib -6%, Tau FP inhib 1%, ALDH1A1 block 5%, L3MBTL1 block 2% and GLA spleen mod 6%.
For CN(/N=C/C=C/c1ccccc1)c1cc(=O)n(C)c(=O)[nH]1 the results were TR SRC2 fluor cs inconclusive, Tau fluor counter 0%, TRb SRC2 PPI 3%, Tau ThT inhib -2%, Tau FP inhib 4%, ALDH1A1 block inconclusive, L3MBTL1 block -3% and GLA spleen mod -6%.
`c1ccc(OCCCCn2cnc3ccccc32)cc1` gave TR SRC2 fluor cs 0%, Tau fluor counter -9%, TRb SRC2 PPI -12%, Tau ThT inhib -9%, Tau FP inhib 7%, ALDH1A1 block 10%, L3MBTL1 block -5%[11.4 µM] and GLA spleen mod -1%.
For COc1cc2c(c(OC)c1)C(c1ccncc1)CC(=O)N2 (stereo unspecified) the results were TR SRC2 fluor cs -5%, Tau fluor counter 0%, TRb SRC2 PPI -9%, Tau ThT inhib -3%, Tau FP inhib -1%, ALDH1A1 block 0%, L3MBTL1 block -5% and GLA spleen mod -7%.
For CCOC(=O)C1CCN(S(=O)(=O)c2ccc(CC)cc2)CC1 the results were TR SRC2 fluor cs 1%[53 µM], Tau fluor counter 12%, TRb SRC2 PPI -3%[53 µM], Tau ThT inhib 12%, Tau FP inhib 1%, ALDH1A1 block -5%, L3MBTL1 block 45%[activator] and GLA spleen mod 4%.
c1ccc(CN2CCC3(CCCc4ccccc43)CC2)cc1 was read as TR SRC2 fluor cs -2%, Tau fluor counter -12%, TRb SRC2 PPI -1%, Tau ThT inhib -8%, Tau FP inhib -3%, ALDH1A1 block -11%, L3MBTL1 block -13% and GLA spleen mod 14%.
`CCN1/C(=C\C=C2\C(=O)N(C)C(=S)N2C)Sc2ccccc21` gave TR SRC2 fluor cs 22%, Tau fluor counter 1%, TRb SRC2 PPI inconclusive, Tau ThT inhib 2µM*, Tau FP inhib -14%, ALDH1A1 block inconclusive and GLA spleen mod -18%.
CCOc1ccc(N=Cc2c(C)[nH]n(-c3nc4ccccc4[nH]3)c2=O)cc1 was read as TR SRC2 fluor cs 8%, Tau fluor counter 4%, TRb SRC2 PPI -5%, Tau ThT inhib inconclusive, Tau FP inhib 2%, ALDH1A1 block inconclusive, L3MBTL1 block -13% and GLA spleen mod -2%.
Screening COc1cccc(C(=O)Nc2cccc(-c3ccc4nncn4n3)c2)c1OC returned TR SRC2 fluor cs 0%, Tau fluor counter -15%, TRb SRC2 PPI 3%, Tau ThT inhib inconclusive, Tau FP inhib 3%, ALDH1A1 block 1% and GLA spleen mod 0%.
For COc1ccc(Nc2ncc3c(n2)CC(c2ccc(OC)cc2)CC3=O)cc1 (stereo unspecified) the results were TR SRC2 fluor cs 0%, Tau fluor counter -11%, TRb SRC2 PPI 7%, Tau ThT inhib 5%, Tau FP inhib 3%, ALDH1A1 block inconclusive, L3MBTL1 block -3% and GLA spleen mod -1%.
Cn1ncc2c(NCc3ccc(F)cc3)ncnc21 was read as TR SRC2 fluor cs 1%, Tau fluor counter 8%, TRb SRC2 PPI 4%, Tau ThT inhib 8% and Tau FP inhib -4%.
CC[C@@H]1C=C(C)C[C@H](C)C[C@H](OC)[C@H]2O[C@@](O)(C(=O)C(=O)N3CCCC[C@H]3C(=O)O[C@H](/C(C)=C/[C@@H]3CC[C@@H](O)[C@H](OC)C3)[C@H](C)[C@@H](O)CC1=O)[C@H](C)C[C@@H]2OC was read as TR SRC2 fluor cs -5%, Tau fluor counter -13%, TRb SRC2 PPI 2%, Tau ThT inhib inconclusive, Tau FP inhib 4%, ALDH1A1 block -6%, L3MBTL1 block 0% and GLA spleen mod -4%.
Screening COC(=O)C1C(c2ccccc2)C=CC(c2ccccc2)C1C(=O)O (stereo unspecified) returned TR SRC2 fluor cs 0%, Tau fluor counter -7%, TRb SRC2 PPI 4%, Tau ThT inhib -5%, Tau FP inhib 2%, L3MBTL1 block -3% and GLA spleen mod 1%.
COc1ccc(CNC(=O)OCCN2CCN(S(=O)(=O)c3ccc(C)cc3)CCC2=O)cc1 was read as TR SRC2 fluor cs 1%, Tau fluor counter -6%, TRb SRC2 PPI 9%, Tau ThT inhib 1%, Tau FP inhib -2%, ALDH1A1 block -1%, L3MBTL1 block -10% and GLA spleen mod 2%.
`Cc1ccc2c(c1)Oc1ccccc1C=C2C(=O)O` gave TR SRC2 fluor cs -1%, Tau fluor counter -6%, TRb SRC2 PPI 1%, Tau ThT inhib -11%, Tau FP inhib 3%, ALDH1A1 block -5%, L3MBTL1 block 8% and GLA spleen mod -8%.
COc1cc(Nc2nc(SCC(=O)c3ccc(Cl)c(Cl)c3)nc3ccccc23)cc(OC)c1 was read as TR SRC2 fluor cs 1%, Tau fluor counter inconclusive, TRb SRC2 PPI 6%, Tau ThT inhib 2% and Tau FP inhib 14µM*.
For COCCNC(=O)CCn1c(=O)c2cc(OC)c(OC)cc2n(CC(=O)Nc2ccc(Cl)cc2F)c1=O the results were TR SRC2 fluor cs 0%, Tau fluor counter -11%, TRb SRC2 PPI -9%, Tau ThT inhib -2% and Tau FP inhib 2%.
For COCCNC(=O)C(=O)Nc1cccc(Br)c1 the results were TR SRC2 fluor cs -7%, Tau fluor counter -7%, TRb SRC2 PPI 1%, Tau ThT inhib -9%, Tau FP inhib -4%, ALDH1A1 block -1% and GLA spleen mod 7%.
CN(c1ccccc1)S(=O)(=O)c1ccc(NC(=O)c2nc(S(C)(=O)=O)ncc2Cl)cc1 was read as TR SRC2 fluor cs -24%, Tau fluor counter inconclusive, TRb SRC2 PPI -5%, Tau ThT inhib inconclusive and Tau FP inhib inconclusive.
For CCc1nc(C)cn1S(=O)(=O)c1cc(Br)ccc1OC the results were TR SRC2 fluor cs 1%, Tau fluor counter -16%, TRb SRC2 PPI 4%, Tau ThT inhib 3%, Tau FP inhib -14%, ALDH1A1 block -2%, L3MBTL1 block -9% and GLA spleen mod -4%.

Not a retest: an excerpt of the list.
Screening COc1cccc(C(=O)Nc2cccc(-c3ccc4nncn4n3)c2)c1OC returned TR SRC2 fluor cs 0%, Tau fluor counter -15%, TRb SRC2 PPI 3%, Tau ThT inhib inconclusive, Tau FP inhib 3%, ALDH1A1 block 1% and GLA spleen mod 0%.
For COc1ccc(Nc2ncc3c(n2)CC(c2ccc(OC)cc2)CC3=O)cc1 (stereo unspecified) the results were TR SRC2 fluor cs 0%, Tau fluor counter -11%, TRb SRC2 PPI 7%, Tau ThT inhib 5%, Tau FP inhib 3%, ALDH1A1 block inconclusive, L3MBTL1 block -3% and GLA spleen mod -1%.
